Source: PubChem BioAssay (Sanford-Burnham Center for Chemical Genomics)
ATG4B inhibitor: inhibitors of human ATG4B cysteine protease; Q9Y4P1; ATG4B cleavage of LC3-PLA2, NBD-HPC fluorescence, 1 h; inhibition, % at 8.33 µM; hit rate 0.51% among 340,000; AID 504462; in the data active = inhibition above about 40%
Target sequence (Q9Y4P1 whole entry, looked up): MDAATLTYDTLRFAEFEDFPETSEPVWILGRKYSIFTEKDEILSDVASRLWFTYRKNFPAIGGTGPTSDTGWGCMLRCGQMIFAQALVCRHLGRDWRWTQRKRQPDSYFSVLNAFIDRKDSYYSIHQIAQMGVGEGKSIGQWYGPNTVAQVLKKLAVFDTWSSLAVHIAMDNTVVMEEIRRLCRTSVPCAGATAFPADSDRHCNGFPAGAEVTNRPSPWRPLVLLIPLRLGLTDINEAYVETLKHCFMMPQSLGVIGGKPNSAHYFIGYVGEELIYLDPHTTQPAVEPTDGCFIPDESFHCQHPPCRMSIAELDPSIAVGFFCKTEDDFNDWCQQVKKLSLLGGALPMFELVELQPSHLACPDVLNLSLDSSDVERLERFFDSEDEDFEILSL
APJ ag: activates the human apelin receptor APJ; P35414; CHO-K1 APJ PathHunter beta-arrestin, luminescence; 0% DMSO wells, 100% apelin; activation, % at 20 µM; hit rate 0.11% among 330,000; AID 2520;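 active = activation more than six SD over the plate average, tested at 20 µM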;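 note: 0% = DMSO alone and 100% = apelin-13 at 10 nM; some results filed as inactive read as strong as hits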
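Assay system – PathHunter CHO-K1 APJ (AGTRL-1) beta-arrestin reporter cells · Compound – one dose, 20 µM compound, 1% DMSO · Timing – compound 90 min 25 °C, reagent 1 h · Measured by – luminescence from split beta-galactosidase complementation, Galacton Star/Emerald II substrate · Measure – beta-arrestin recruitment to APJ as agonist activity, luminescent signal · Benchmarks – DMSO vs Apelin-13 10 nM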
CXCR6 block: inhibitors of human CXCR6 receptor; O00574; CHO-K1 PathHunter CXCR6 beta-arrestin, luminescence; inhibition, % at 20 µM; hit rate 0.36% among 360,000; in the data active = inhibition above about 34%, passing the limit was not always enough;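 note: antagonist mode with CXCL16 agonist at 10 nM final; 0% = 10 nM CXCL16 with DMSO and 100% = unstimulated wells without agonist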
Target sequence (O00574 whole entry, looked up): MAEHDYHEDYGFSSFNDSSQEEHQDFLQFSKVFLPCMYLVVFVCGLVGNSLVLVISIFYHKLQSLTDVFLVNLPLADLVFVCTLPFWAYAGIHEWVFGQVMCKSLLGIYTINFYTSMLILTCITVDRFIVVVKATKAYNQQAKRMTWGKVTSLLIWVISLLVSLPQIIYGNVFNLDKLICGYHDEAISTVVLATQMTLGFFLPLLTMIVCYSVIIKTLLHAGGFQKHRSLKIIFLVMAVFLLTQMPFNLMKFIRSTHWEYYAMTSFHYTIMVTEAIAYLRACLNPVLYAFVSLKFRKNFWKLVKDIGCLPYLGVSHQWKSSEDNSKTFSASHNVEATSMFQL
UBC13 polyUb: inhibitors of human UBC13 polyubiquitin chain formation. P61088. TR-FRET. inhibition, % at 20 µM. hit rate 0.47% among 330,000. AID 485273; in the data active = inhibition above about 45%, passing the limit was not always enough
CCR6 antag: CCR6 (human) receptor antagonism | P51684 | CHO-K1 CCR6 PathHunter beta-arrestin, luminescence, CCL20-stimulated | inhibition, % at 20 µM | hit rate 0.49% among 340,000;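 active = compounds whose inhibition of the agonist-driven luminescence signal at 20 µM reaches about 50%, limit read from the data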;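 note: cells stimulated with CCL20 at 14 nM final; plate controls were DMSO with CCL20 for no effect and DMSO without agonist for full effect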
APJ antag: blocks the human apelin receptor APJ. P35414. CHO-K1 APJ beta-arrestin complementation, luminescence. inhibition, % at 20 µM. hit rate 0.32% among 330,000;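 active = inhibition above about 40% at 20 µM, limit read from the data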;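 note: cells challenged with 10 nM apelin-13 agonist together with compound; plate controls were apelin-13 plus DMSO wells for no effect and DMSO wells lacking apelin-13 for full effect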
EBI2 block: antagonists of human EBI2 receptor | EBI2 beta-arrestin recruitment, luminescence, 7a,25-OHC stimulated | inhibition, % at 5 µM | hit rate 0.81% among 360,000; in the data active = inhibition above about 38%;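 note: enzyme fragment complementation signal reports receptor beta-arrestin coupling in cells; 0% = agonist plus DMSO wells and 100% = wells without agonist; some results beyond the cut were filed as inactive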
Target sequence (P32249 whole entry, looked up, the tested form may be a part): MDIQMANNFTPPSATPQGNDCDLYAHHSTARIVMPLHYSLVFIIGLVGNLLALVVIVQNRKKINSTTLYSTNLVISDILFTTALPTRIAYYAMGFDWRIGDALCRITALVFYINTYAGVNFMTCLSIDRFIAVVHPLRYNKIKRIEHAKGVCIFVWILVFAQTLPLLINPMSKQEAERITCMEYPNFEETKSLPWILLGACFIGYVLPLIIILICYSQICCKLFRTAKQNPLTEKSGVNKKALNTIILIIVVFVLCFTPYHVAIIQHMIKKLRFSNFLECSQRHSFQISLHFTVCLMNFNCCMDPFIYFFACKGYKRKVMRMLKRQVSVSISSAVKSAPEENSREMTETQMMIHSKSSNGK
Gli-Sufu antag: antagonists of Gli-Sufu signaling. hit rate 0.74% among 340,000. AID 588413. inhibition, % at 5 µM. Sufu-KO-LIGHT fibroblasts, Gli luciferase reporter luminescence;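 active = inhibition above about 55%, limit read from the data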;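 note: 0% = DMSO-treated cells and 100% = wells with medium but no cells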
Numbers without * were called inactive; . = not tested or not shown.

SMILES	ATG4B inhibitor	APJ ag	CXCR6 block	UBC13 polyUb	CCR6 antag	APJ antag	EBI2 block	Gli-Sufu antag
CCc1ccc(CN2CCN(C(=O)c3cccc(OC)c3OC)CC2)cc1	-17	-3	-6	-7	20	3	2	0
Cc1cc(C)nc(NC(=NCCc2c[nH]c3ccccc23)NC(=O)C(C)(C)C)n1	-6	-3	3	17	-3	3	19	0
CC(=O)N1CCN(c2ccc(NCc3ccc(C(C)C)cc3)cc2)CC1	-5	7	-1	-4	11	-14	9	7
c1cc2c3c(cccc3c1)C(N1CCOCC1)=N2	-1	2	-17	-16	9	0	0	-12
CCCC(=O)Nc1ccc(Cl)c(NC(=O)c2cccnc2)c1	-12	-3	4	4	6	-12	2	0
CC12CCC3c4ccc(O)cc4CCC3C1CC(=NO)C2O (stereo not drawn)	7	.	-8	.	12	.	10	1
N#CCCN(Cc1cccnc1)C(=O)Nc1ccc(Cl)c(Cl)c1	-9	-7	4	12	10	-5	2	2
CCc1ccc(NC(=S)NCC2CCCN2CC)cc1 (stereo not drawn)	7	-2	0	8	-4	12	2	2
COc1ccnc(CSC(N)=Nc2cccc(C(F)(F)F)c2)c1	-8	.	28	.	53*	.	-6	1
CC(c1cccnc1)N(CCN(C)C)C(=O)Nc1ccc(Cl)cc1 (stereo not drawn)	5	-1	-6	6	13	12	-6	1
Nc1nc(SCc2ccccc2)[nH]c(=O)c1-c1ccccc1	3	0	-8	1	4	9	-1	-70
Cc1ccc(-n2nc(C)c3c2OC(N)=C(C#N)C3c2ccccc2F)cc1 (stereo not drawn)	0	-2	1	-8	28	3	-6	-3
O=C(O)c1ccc(N/N=C/c2c(F)cccc2Cl)cc1	-1	0	10	4	0	5	-7	-1
CC1=CC(C)(C)N(C(=O)CNC2CCCC2)c2cc(C)ccc21	4	-3	10	8	18	25	11	21
O=C(COC(=O)Cc1cccc(C(F)(F)F)c1)NCc1ccco1	1	-2	0	-13	16	8	-3	3
CCn1c(O)c(C=Nc2ccccc2)oc1=S	-3	-5	6	-1	3	15	8	2
O=C1C2C3CCCC3=C3CCCC3C2C(=O)N1c1ccc(Cl)cc1 (stereo not drawn)	-2	2	-10	-12	23	-6	-4	2
COc1ccccc1S(=O)(=O)N1CCN(S(=O)(=O)c2cccs2)CC1	-5	-2	-6	0	1	4	-5	-18
C=CCNC(=S)NC(=O)c1ccc(C)c(Br)c1	3	-3	8	2	12	-4	0	-24
O=C(COc1ccccc1)N1CCN(C(=O)COc2ccccc2)CC1	-1	-1	-11	-1	12	9	15	-12
O=C(O)CC1(CC(=O)Nc2cc(F)ccc2Cl)CCCCC1	-15	-6	6	5	-3	6	1	7
C=Cn1c(C(=O)O)ccc1-c1ccc(CC)cc1	10	-5	-2	24	-2	9	9	-4
CC(=O)c1cccc(NC(=O)CCc2nnc3ccc(N4CCN(C)CC4)nn23)c1	-10	-2	-4	3	-5	12	-6	4
O=C1CSC(c2ccccc2F)N1 (stereo not drawn)	2	-6	4	3	-7	3	5	-6
CC(C)CN(C(=O)COC(=O)CNC(=O)c1ccc(Cl)cc1)C1CCS(=O)(=O)C1 (stereo not drawn)	2	-1	-8	-1	0	-6	4	-3
CC(NC(=O)COC(=O)c1ccccc1F)C1CC2CCC1C2 (stereo not drawn)	-3	-1	6	9	13	-18	5	-1
CN1C(=O)CSc2ccc(NC(=O)NCc3cccnc3)cc21	0	-1	-8	-7	-8	6	-3	-1
Cc1ccc(C(c2nnnn2Cc2cccs2)N2CCN(C(=O)c3ccco3)CC2)cc1 (stereo not drawn)	-16	-2	5	4	-13	8	0	2
COc1ccc(NC(=O)c2sccc2C)c([N+](=O)[O-])c1	-4	4	-1	-1	4	-21	1	-54
Cc1ccc(NC(C)C(=O)N/N=C/c2ccc([N+](=O)[O-])s2)cc1 (stereo not drawn)	2	-2	-2	-20	7	-25	15	6

Complete entries as entered above.
Shown for Cc1ccc(NC(C)C(=O)N/N=C/c2ccc([N+](=O)[O-])s2)cc1 (stereo not drawn) : ATG4B inhibitor: 2; APJ ag: -2; CXCR6 block: -2; UBC13 polyUb: -20; CCR6 antag: 7; APJ antag: -25; EBI2 block: 15; Gli-Sufu antag: 6
Shown for CC(c1cccnc1)N(CCN(C)C)C(=O)Nc1ccc(Cl)cc1 (stereo not drawn) : ATG4B inhibitor: 5; APJ ag: -1; CXCR6 block: -6; UBC13 polyUb: 6; CCR6 antag: 13; APJ antag: 12; EBI2 block: -6; Gli-Sufu antag: 1

Additional compounds:
SMILES	ATG4B inhibitor	APJ ag	CXCR6 block	UBC13 polyUb	CCR6 antag	APJ antag	EBI2 block	Gli-Sufu antag
Cc1oc(-c2cccc(F)c2)nc1CN1CCCCC1CCc1ccccn1 (stereo not drawn)	7	-4	8	-2	7	19	5	-4
Cc1[nH]c2ccccc2c1-c1csc(NC(=O)CSCC(=O)O)n1	7	-2	-3	3	-8	6	7	7
O=C(NCCc1cn2ccccc2n1)c1cc(COc2ccc3ncccc3c2)on1	-4	31*	-3	12	-21	-13	6	44
Cc1ccc(Nc2nnc(C3C(=O)N(C)C4(C)CC3c3cc(Br)ccc3O4)s2)cc1 (stereo not drawn)	1	1	-2	-17	-5	-4	20	2
CC(C)(C)OC(=O)NCCCC[C@H](NC(=O)c1[nH]cnc1C(=O)Nc1ccc(CNC(=O)OC(C)(C)C)cc1)C(=O)OC(C)(C)C	5	11	.	-43	12	-11	.	28
COc1ccc(N(C(C)C(=O)Nc2ccc(S(=O)(=O)N3CCOCC3)cc2)S(C)(=O)=O)cc1 (stereo not drawn)	4	-2	2	2	8	21	-9	2
COc1ccccc1CNC(=O)CN1C(=O)NC2(CCOc3ccccc32)C1=O (stereo not drawn)	-11	-2	1	-9	-1	0	-3	2
NC(=O)NC(=O)COC(=O)c1ccccc1OCc1ccc(F)cc1	-6	-5	-3	8	-1	-5	-16	4
O=C(Nc1ccc(OC(F)(F)F)cc1)C1=NCCN1	-5	-2	6	14	-3	14	-23	3
C=CCN1CC2(c3ccccc3)CN(CC=C)CC(c3ccccc3)(C1)C2=O	-1	-2	0	8	6	8	1	22
COc1cc2c(cc1OC)C(C)N(Cc1ccc3c(c1)OCO3)CC2 (stereo not drawn)	-4	2	1	1	8	-94	0	5
Cc1ccc(NC(=O)CN(C)CC(=O)N(CC(C)C)c2c(N)n(CC(C)C)c(=O)[nH]c2=O)c(C)c1	-23	-1	-1	8	11	1	-4	-6
CC1Cc2nc(SCC(=O)NCC3CCCO3)n(-c3ccc(F)cc3)c(=O)c2S1 (stereo not drawn)	-4	-6	5	-11	12	10	8	5
Nc1ccc2nc(SCC(=O)Nc3ccc(N4CCOCC4)c(Cl)c3)sc2c1	-2	-2	-9	-8	1	-13	2	-8
O=C(NC(Cc1c[nH]c2ccccc12)C(=O)Nc1ccc(F)cc1)c1cccs1 (stereo not drawn)	-13	4	5	10	10	-24	-5	-5
O=C(Nc1nnc(-c2ccccc2SCc2ccccc2F)s1)Nc1ccccc1F	0	3	-20	-12	-45	-46	-24	-17
CCOC(=O)C1CCCN(c2c(NCCC(C)C)c(=O)c2=O)C1 (stereo not drawn)	4	-2	10	3	11	3	0	0
CCC(C(=O)Nc1ccc2c(c1)OCCO2)c1ccccc1 (stereo not drawn)	2	-1	-6	0	15	6	2	-4
Nc1ncnc2c1ncn2[C@@H]1O[C@H](CNCc2cccn2-c2nccs2)[C@@H](O)[C@H]1O	.	-1	-3	4	-10	0	-4	13
Cc1ccc(S(=O)(=O)NCC(=O)OCC(=O)N(C)C2CCS(=O)(=O)C2)cc1 (stereo not drawn)	2	4	-20	-2	-1	5	-5	-10
Cc1ccc(CS(=O)(=O)Cc2ccc(C(=O)NCc3cccs3)o2)cc1	-11	0	-2	6	2	-3	-9	-5
COC(=O)C1CCCN1C(=O)COc1ccc(Cl)cc1Br (stereo not drawn)	-5	1	-35	-3	-38	0	-5	-1
CCOc1cc(C2C(C(=O)OCC(C)C)=C(C)N=C3SCCC(=O)N32)ccc1OC(C)=O (stereo not drawn)	-4	-4	1	-3	-2	7	2	12
O=C1/C(=C/c2cccc(F)c2)SC(=S)N1NS(=O)(=O)c1ccccc1	2	-2	0	-6	6	-2	-2	-5
Cc1ccc(O)c(C2=NCCNC(C(F)(F)F)=C2)c1	-6	-1	1	-13	11	-4	-4	3
CN(CC(=O)Nc1ccc(F)c(F)c1F)C(=O)CC1OC(=O)c2ccccc21 (stereo not drawn)	-5	4	-4	-3	6	-25	10	-7
COc1ccc(/C=N/NC(=O)c2cccnc2)c(C(=O)O)c1OC	-3	-7	-8	6	9	-12	-9	1
COc1ccc(OCCCC(=O)Nc2ccc3c(c2)OCO3)cc1	1	-2	-4	-2	2	-18	2	9
Cc1ccc(CC2CC(=O)N(c3nc4ccccc4n3C)C2=O)cc1 (stereo not drawn)	6	-1	3	-2	5	-4	-5	-18
O=C(NNS(=O)(=O)c1ccc(F)cc1)C1CCN(S(=O)(=O)c2ccccc2)CC1	1	0	-7	2	-4	-5	-16	6
CCC1(c2ccccc2)C(=O)N(C(=O)OC(C)(C)C)N1C(=O)OC(C)(C)C (stereo not drawn)	-1	-7	2	10	15	2	0	-11
CSCCC(NC(=O)c1ccco1)C(=O)N1CC(C)OC(C)C1 (stereo not drawn)	2	-3	-1	4	9	5	-2	58*
COc1ccc(-c2nn(-c3ccccc3)cc2C(=O)NC(=S)NNC(=O)c2ccncc2)cc1	-9	-6	20	-16	37	36	11	-7
Cc1nn(-c2ccccc2)c(N)c1N=Nc1ccc(Cl)cc1	81*	-3	6	-2	13	4	26	-93
O=C(NCc1ccc(F)cc1)c1ccc(CS(=O)Cc2ccccc2Cl)o1 (stereo not drawn)	26	-4	-13	6	7	-20	-14	2
O=C(Nc1nccs1)c1ccc2c(c1)OCO2	0	-2	-1	1	-2	13	-14	-54
Cc1ccc(-n2nnnc2CN2CCCCC2)cc1	0	1	-5	2	6	-5	1	4
CN(CC(=O)Nc1ccc(F)cc1)C(=O)c1ccccc1OCc1ccc(F)cc1	1	-5	-7	5	8	11	-8	13
C=CCn1c(N2CCCCCC2)nc2c1c(=O)[nH]c(=O)n2C	-11	-5	-12	0	5	-1	9	4
Cc1cccc(N2CCN(C(=O)Cn3ccc4ccccc4c3=O)CC2)c1C	-9	1	-2	6	8	-8	-2	1
Cc1cc(C)n(CC(=O)N/N=C/c2ccc(C)o2)n1	-5	-4	-1	5	1	14	-1	3
CC(=O)N1c2ccc(S(=O)(=O)N3CCCCC3)cc2CC1C(=O)NCc1ccccc1C (stereo not drawn)	8	2	15	-2	13	10	7	8
COc1ccc(CN2CCN(Cc3nc4ccccc4s3)CC2CCO)c(C)c1C (stereo not drawn)	5	0	0	-19	-4	4	16	8
CCn1cc(C(=O)OCc2ccc(F)cc2)c(=O)c2ccc(C)nc21	33	1	2	4	8	5	-1	-5
Cc1cc(=O)[nH]c(SCC(=O)Nc2nnc(CC(C)C)s2)n1	-4	4	1	-3	7	22	-14	2
COc1ccc2c([N+](=O)[O-])c(Cl)[nH]c2c1	1	-1	-3	-17	-18	-16	1	-2
CC(=O)Nc1ccc(NC(=O)COc2ccc(S(=O)(=O)NC(C)c3ccccc3)cc2)cc1 (stereo not drawn)	-6	0	-1	-1	2	1	-20	-6
O=C(O)CC(c1cccc([N+](=O)[O-])c1)N1Cc2ccccc2C1=O (stereo not drawn)	-4	0	-8	-8	5	-9	-5	-2

Pulled by compound from the entries so far, four records:
SMILES	ATG4B inhibitor	APJ ag	CXCR6 block	UBC13 polyUb	CCR6 antag	APJ antag	EBI2 block	Gli-Sufu antag
O=C(Nc1nccs1)c1ccc2c(c1)OCO2	0	-2	-1	1	-2	13	-14	-54
Cc1nn(-c2ccccc2)c(N)c1N=Nc1ccc(Cl)cc1	81*	-3	6	-2	13	4	26	-93
COc1ccc2c([N+](=O)[O-])c(Cl)[nH]c2c1	1	-1	-3	-17	-18	-16	1	-2
Cc1cc(C)n(CC(=O)N/N=C/c2ccc(C)o2)n1	-5	-4	-1	5	1	14	-1	3
